EWS-Fli block = inhibitors of EWS/Fli oncoprotein transcriptional activity | inhibition, % at 12.6 µM | 0.67% of 350,000 active | A673 NR0B1-luciferase reporter, viability-normalised;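 active = mean inhibition of at least 50% after viability correction, with every replicate also passing that limit; inconclusive = mean reaches 50% but only one of two replicates passes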;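 also: firefly luciferase signal divided by Alamar Blue viability fluorescence both relative to DMSO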
DENV2 CPE rescue = inhibitors of DENV2 cytopathic effect. DENV2-infected cells, cytopathic effect rescue, plate reader. 1.7% of 350,000 active. CPE inhibition, % at 9.99 µM. AID 651640; in the data active = CPE inhibition above about 20%, passing the limit was not always enough; inconclusive = no clear call, values can overlap the other calls; tested in BHK-21 cells;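 also: 0% = median of neutral control wells and 100% = median of positive control wells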
CFTR F508del cor = correctors of CFTR F508del function in bronchial epithelial cells; CFBE cells, YFP halide quenching; stimulated with forskolin plus potentiator P3; % fluorescence drop versus neutral controls; 0.36% of 350,000 active; AID 720511; activity (quench increase), % at 7.58 µM;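 active = mean added fluorescence quench of at least 8% versus neutral control, with both replicates also reaching 8%; inconclusive = only one of the mean or replicate conditions met; inactive = mean below 8% and not both replicates reaching 8%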;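 also: cells transiently co-express mutant CFTR-F508del with the halide-sensitive YFP; corrector assay measuring rescue of mutant channel to the surface after 24 h compound exposure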
PAX8 reporter = PAX8 transcriptional activity inhibition; AID 652154; 1.2% of 360,000 active; RMG-I TPO-luciferase reporter, SteadyGlo, 24 h; inhibition, % at 12.6 µM;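 active = mean replicate inhibition at least 60% with every replicate also reaching 60%; inconclusive = only one of the two criteria is met; inactive = mean below 60% and not all replicates reaching 60%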;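 also: luciferase light reporting Pax8 driven TPO promoter activity; plate controls were median of neutral control wells for no effect and mitoxantrone controls for full effect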
XiGFP reactiv = activators of X-chromosome reactivation in mouse fibroblasts; XiGFP mouse fibroblasts, % GFP-positive cells imaging, 3 d; cells co-treated with 5-aza-dC sensitizer; scaled so ellipticine positive control = 100%; activation, % at 7.58 µM; 0.055% of 360,000 active;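 active = mean normalized replicate activation at least 10% and every replicate at or above 10%; inconclusive = only one of the two criteria met; inactive = mean below 10% and not all replicates reach 10%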;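 also: 0% = median of on-plate neutral control wells and 100% = ellipticine 6 µM median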
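material = 68-5-11 XiGFP fibroblast line | medium = DMEM plus 5-aza-dC sensitizer | schedule = 3 days compound exposure | benchmarks = positive control ellipticine, 6 µM final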
ERp5 inh = inhibitors of human ERp5. Q15084. ERp5 insulin aggregation, absorbance 650 nm, 90 min. inhibition, % at 9.99 µM. 0.05% of 350,000 active. AID 651711;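 active = mean replicate inhibition above about 25%, with every replicate also reaching it, limit read from the data, passing the limit was not always enough; inconclusive = only one of those two criteria met; inactive = neither criterion met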
Target sequence (Q15084 whole entry, looked up): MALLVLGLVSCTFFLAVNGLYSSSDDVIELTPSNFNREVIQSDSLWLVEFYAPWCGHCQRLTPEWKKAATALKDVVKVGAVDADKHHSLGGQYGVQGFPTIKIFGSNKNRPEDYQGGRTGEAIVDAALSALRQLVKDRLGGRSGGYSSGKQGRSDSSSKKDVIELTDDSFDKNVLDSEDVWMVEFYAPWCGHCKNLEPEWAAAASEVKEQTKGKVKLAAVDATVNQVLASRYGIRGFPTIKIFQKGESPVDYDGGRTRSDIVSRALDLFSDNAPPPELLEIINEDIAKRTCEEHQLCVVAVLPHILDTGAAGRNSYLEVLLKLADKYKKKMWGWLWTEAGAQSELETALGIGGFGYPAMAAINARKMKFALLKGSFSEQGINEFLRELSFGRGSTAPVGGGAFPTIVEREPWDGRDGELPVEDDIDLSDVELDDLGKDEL
GSIS activator = primary screen for activators of insulin secretion dependent on glucose, INS-1E cells, GLuc reporter luminescence | activation, % at 16.6 µM | INS-1E GLuc reporter insulin secretion, 2-3 h | AID 743287 | 0.61% of 370,000 active;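 active = lowest replicate activation of at least 40%, so every replicate reaches that level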;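 also: 0% = median of neutral control wells and 100% = median of IBMX positive control wells; some compounds called inactive have numbers as strong as hits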
ARNT-TACC3 inh = disrupts binding between human ARNT and TACC3; AlphaScreen His-ARNT PAS-B/GST-TACC3 binding, luminescence; TACC3 fragment carries E629A point mutation; 0.66% of 390,000 active; inhibition, % at 9.99 µM;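 active = mean inhibition of replicates at least 50% and at least half of replicates each reaching 50%; inconclusive = half or more replicates reach 50% but mean below 50%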;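 also: 0% = complete ARNT plus TACC3 wells and 100% = ARNT alone without TACC3; many hits fall short of the cut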
The depositor's hits bear a star; ? = inconclusive; . = no result given; & = joins results of further samples.

SMILES	EWS-Fli block	DENV2 CPE rescue	CFTR F508del cor	PAX8 reporter	XiGFP reactiv	ERp5 inh	GSIS activator	ARNT-TACC3 inh
CCC(=O)N1CC(=O)N2[C@H](CO)[C@@H](c3ccc(-c4ccc(C#N)cc4)cc3)[C@H]2C1	-5	12	0.1	.	0.0	4	3	.
CCOC(=O)Cn1nc(C)cc1NC(=O)c1ccncc1	1	.	-1.5	16	0.0	3	10	-8
O=C(N[C@@H]1CC[C@@H](CCn2cc(-c3cccnc3)nn2)O[C@@H]1CO)c1ccccc1F	-4	-1	-4.0	7	-0.1	-1	8	-7
O=C(C[C@H]1CC[C@H]2[C@@H](COC[C@@H](O)CN2Cc2ccc(Oc3ccccc3)cc2)O1)N1CCOCC1	-1	1	-1.1	14	0.2	9	1	-3
O=C1CN(S(=O)(=O)c2cccc(F)c2)C[C@H]2[C@@H](c3ccc(-c4ccc(F)cc4)cc3)[C@H](CO)N12	.	1	-2.1	.	0.6	1	-17	.
Cc1cccc(C)c1OCCCCN1CCNCC1	9	4	-1.7	-37	0.0	0	-31	1
COc1ccccc1C(=O)NCCC(=O)NCC1CCCO1 (stereo not drawn)	7	-5	0.1	3	0.0	18	2	2
CSc1nc(SCC(=O)NCc2ccco2)c2c3c(sc2n1)CN(C)CC3	14	5	0.6	.	.	3	12	-5
O=C(NCc1cccc(C(F)(F)F)c1)c1cc(Cl)ccc1Cl	-1	0	.	-9	0.0	0	12	-1
O=C(Nc1ccccc1)N1C[C@H]2[C@@H](c3ccccc31)[C@@H](CO)N2CC1CCCC1	-2	-5	2.9	-36	0.1	2	7	-1
CN(C)CCC(=O)c1ccc(F)cc1	-6	6	-1.9	-11	-0.1	-1	20	-11
O=C(O)c1ccccc1OCc1nc2ccccc2s1	-98	-8	1.2	-121	0.3	3	31	.
CN(C)CC(=O)N[C@H]1C=C[C@@H](CC(=O)NCc2ccc(Cl)cc2)O[C@H]1CO	1	-1	-0.1	0	0.2	-1	5	6
COc1cccc(C2CC(c3ccc(Cl)cc3)n3nc(N)nc3N2)c1 (stereo not drawn)	-6	3	1.8	-5	0.0	-1	13	-1
Cc1nc(-c2ccc(S(=O)(=O)N3CCN(c4cccc(C)c4C)CC3)cc2)co1	-16	4	0.4	-5	0.1	1	5	2
C[C@H](CO)N1C[C@H](C)[C@H](CN(C)C(=O)c2cccnc2)Oc2ncc(Br)cc2C1=O	-7	-9	-0.6	.	-0.1	-17	25	2
C/C(CCc1ccccc1)=N\NC(=O)c1ccccc1[N+](=O)[O-]	.	.	.	-11	0.4	.	1	1
Cc1cc(C)n(C(=O)CN(C)S(=O)(=O)c2ccc([N+](=O)[O-])cc2)n1	-7	-1	-0.5	14	0.1	4	-1	26
C=CCn1c(O)c(N=NC(=S)Nc2ccccc2C)c2cc(S(=O)(=O)N3CCOCC3)ccc21	45	-11	-1.9	55	2.4	-1	17	1
Cc1c(-c2ccnc3cc(C(=O)O)nn23)cnn1C	1	.	3.2	1	0.6	-1	9	-5
Cc1ccc(S(=O)(=O)N(C)C[C@H]2OCCCC[C@H](C)Oc3ccc(NC(=O)NC(C)C)cc3C(=O)N([C@H](C)CO)C[C@H]2C)cc1	0	-5	1.0	-45	0.3	6	0	1
Cc1c(C(=O)NCc2ccccc2CN2CCCC2)oc2ccccc12	13	2	0.3	12	0.1	-7	4	11
CC1(C(=O)Nc2cccc(C#N)c2)CCN1C(=O)C1(c2ccccc2)CC1 (stereo not drawn)	5	-10	-0.8	-9	-0.1	4	.	.
CO[C@H]1CN(C)C(=O)c2ccc(NC(=O)CC(F)(F)F)cc2OC[C@H](C)N(C(=O)C2CCOCC2)C[C@H]1C	-2	24*	1.6	.	0.1	.	2	.
OCc1cc(-c2ccc(Cl)c(Cl)c2)on1	-6	5	-2.7	-40	0.0	-4	-15	-2

Entries listed so far shown as hits in DENV2 CPE rescue:
Molecule,DENV2 CPE rescue,CFTR F508del cor,ERp5 inh,GSIS activator,ARNT-TACC3 inh
CO[C@H]1CN(C)C(=O)c2ccc(NC(=O)CC(F)(F)F)cc2OC[C@H](C)N(C(=O)C2CCOCC2)C[C@H]1C,24*,1.6,.,2,.

(next part)
SMILES	EWS-Fli block	DENV2 CPE rescue	CFTR F508del cor	PAX8 reporter	XiGFP reactiv	ERp5 inh	GSIS activator	ARNT-TACC3 inh
CC(=O)N1N=C2c3ccccc3CCC2C1c1ccc(F)cc1 (stereo not drawn)	16	-6	-0.8	6	2.2	-1	.	.
O=C(OCC(=O)N1CCOCC1)c1ccccc1O	-8	-2	0.0	-56	0.1	-1	12	-6
CN1C(=CC=C2C=C(I)C(=O)C(I)=C2)C(C)(C)c2ccccc21	14	-5	9.6*	23	-0.2	6	-36	1
O=C(NCc1ccco1)/C(=C\c1ccccc1)NC(=O)c1ccccc1	0	8	-2.5	4	-0.1	3	-2	-2
O=C1CN(O)C=C2N=c3ccccc3=C2N1c1ccc([N+](=O)[O-])cc1	11	-3	1.8	-1	0.3	1	-5	1
O=C(NCCCn1ccnc1)/C(=C/c1cccs1)NC(=O)c1ccco1	1	5	2.7	-6	0.9	-4	7	-2
CCN(CC)C(=O)C1=C(C)NC(=S)NC1c1ccc(C)s1 (stereo not drawn)	-1	-7	1.0	18	0.2	-3	12	3
Cc1ccc(-c2cnc3c(c2)C(=O)N([C@H](C)CO)C[C@H](C)[C@H](CN(C)C)O3)cc1	-5	13	-1.1	.	-0.4	-6	6	-5
C/C(=N\NC(=O)c1nc2ccccn2c1C)c1ccco1	-99	0	1.0	-102	0.1	-5	-16	-11
Cc1cc(C)nc(NC(=O)c2c(F)c(F)c(F)c(C(=O)Nc3cc(C)cc(C)n3)c2F)c1	22	2	-4.1	32	0.0	-12	1	.
Nc1nc(SCc2cccc([N+](=O)[O-])c2)n[nH]1	-2	14	0.5	-2	-0.1	11	12	-7
CSc1cccc(NC(=O)CCCn2c(=O)c3cccn3c3cccnc32)c1	.	19	0.9	-4	0.1	-3	-3	7
Cc1cc(C(=O)NNCc2ccccc2)no1	-10	9	-3.2	-5	-0.1	?	.	-4
O=C(NC1CCSC1=O)C1CCCCC1 (stereo not drawn)	2	-2	-1.1	0	0.0	-1	3	-3
O=S(=O)(c1ccc(Cl)c(NC(=S)Nc2ccccc2N2CCOCC2)c1)N1CCOCC1	-1	2	0.6	7	0.0	-1	0	-6
COc1cccc(NC(=O)C2CCN(S(=O)(=O)c3ccc4c(c3)CC(C)N4C(C)=O)CC2)c1 (stereo not drawn)	.	11	2.2	33	0.2	1	-22	-2
C[C@H]1CN([C@@H](C)CO)C(=O)c2cccc(NC(=O)C3CCOCC3)c2O[C@@H]1CN(C)Cc1ccccc1	0	.	5.3	10	0.1	4	-3	-4
COc1ccc(NC(=O)c2ccc(COc3ccccc3Br)o2)c(OC)c1	-21	4	-2.4	-6	0.1	-3	-23	.
O=C(COC(=O)/C=C/c1ccc(F)cc1)Nc1ccc(S(=O)(=O)N2CCOCC2)cc1	-5	3	2.4	0	0.3	3	.	-2
COC1=C(C)C(=O)C2=C(C1=O)C1C3CC4=C(C(=O)C(OC)=C(C)C4=O)C(CNC(=O)C(C)=O)N3C(C#N)C(C2)N1C (stereo not drawn)	32	-18	3.5	106*	4.8	10	.	-2
COc1cccc(NC(=O)CN2C(=O)NC3(CCCC3)C2=O)c1	1	5	3.0	-5	0.3	2	-1	7
O=C(N/C(=C/c1ccc(F)cc1)C(=O)N1CCCC1)c1ccccc1	5	-1	-1.7	-4	0.2	-10	16	2
C[C@@H]1CCCCO[C@@H](CN(C)C(=O)Nc2ccc(F)cc2)[C@@H](C)CN([C@H](C)CO)C(=O)c2cc(NC(=O)Cc3ccccc3)ccc2O1	-7	11	-0.7	1	-1.0	3	11	-4
CC(=O)Nc1ccc(-c2ccnc3c2CC(C)(C(=O)Nc2cccc(C(F)(F)F)c2)O3)cc1 (stereo not drawn)	3	7	-0.7	3	0.3	-4	-33	.
CC(=O)N1CCC(C(=O)Nc2cc(S(=O)(=O)N3CCCCC3)ccc2C)CC1	-8	4	-5.3	-11	0.0	2	13	.

Quoted from the listing.
CC(=O)N1N=C2c3ccccc3CCC2C1c1ccc(F)cc1 (stereo not drawn) – XiGFP reactiv = 2.2
CC(=O)N1CCC(C(=O)Nc2cc(S(=O)(=O)N3CCCCC3)ccc2C)CC1 – GSIS activator = 13

(further entries)
SMILES	EWS-Fli block	DENV2 CPE rescue	CFTR F508del cor	PAX8 reporter	XiGFP reactiv	ERp5 inh	GSIS activator	ARNT-TACC3 inh
Cc1cc(C)nc(NS(=O)(=O)c2ccc(NC(=O)CN3C(=O)C4CC=CCC4C3=O)cc2)n1 (stereo not drawn)	18	-2	-2.8	10	0.2	-7	-11	-7
O=C(C[C@H]1CC[C@H]2[C@@H](COC[C@@H](O)CN2Cc2ccccc2)O1)N[C@@H]1CCN(Cc2ccccc2)C1	6	18	3.9	8	0.2	-2	12	-4
CCC(=O)N(C)C[C@H]1Oc2cc(C#CC3CC3)ccc2S(=O)(=O)N([C@H](C)CO)C[C@@H]1C	3	-5	-0.4	.	0.6	3	-1	3
COc1cc(NC(=O)c2cccs2)c(C(=O)OCC(=O)c2cc(C)n(-c3ccccc3)c2C)cc1OC	.	.	.	23	0.6	.	-7	12
O=C(CN(C(=O)CNC(=O)c1ccco1)c1ccc(F)cc1)NC1CCCCC1	5	-5	4.2	-5	0.2	3	2	-2
CC12CCC(=O)N1C(C(=O)NNC(=O)c1ccccc1)CS2 (stereo not drawn)	-4	1	-0.4	-5	0.5	-5	-1	4
CC(=O)Nc1ccc(/C=N/NC(=O)CC2CCCCC2)cc1	-9	14	-1.0&-0.6	-12	0.2	-1	-2	-1
Cc1ccc(S(=O)(=O)NCC(=O)OCC(=O)c2cc(C)n(-c3ccccc3)c2C)cc1	.	.	.	-12	0.0	.	-15	-1
Cc1ccc(OCCC(=O)OCC(=O)Nc2cc(S(=O)(=O)N(C)C)ccc2C)cc1	-12	.	1.0	3	0.3	1	-10	3
O=C1NC(=S)N/C1=C/c1cc([N+](=O)[O-])ccc1N1CCOCC1	11	14	3.1	0	0.0	0	-10	1
CCOC(=O)C1CCCN(C(=O)C2CCN(C(=O)Nc3ccccc3)CC2)C1 (stereo not drawn)	0	0	-5.7	-2	0.4	23	11	-3
COc1ccc2c3c([nH]c2c1)[C@H](CO)N(C(=O)Nc1ccc(F)cc1)CC31CCN(C(=O)Nc2ccc3c(c2)OCO3)CC1	-6	61*	-0.3	.	0.2	1	-31	.
Nc1nnnn1/N=C/c1ccccc1OCc1ccc(Cl)cc1Cl	-1	.	-1.6	.	.	3	5	5
N#Cc1ccc2sn(-c3ccccc3)c(=O)c2c1	-12	-6	-5.2	-166	0.3	1	2	.
Cc1cccc2c(N=Nc3ccc(S(=O)(=O)Nc4ccc(Cl)cc4)cc3[N+](=O)[O-])c(O)[nH]c12	-4	-1	9.7*	3	-0.1	-4	2	4
CO[C@@H]1CN(C)C(=O)c2cc(NS(C)(=O)=O)ccc2OC[C@@H](C)N(C(=O)C2CCCC2)C[C@@H]1C	-6	6	-1.2	9	-0.1	0	12	-16
CNc1c(NS(=O)(=O)c2cc(OC)ccc2OC)c(=O)oc2ccccc12	-14	-3	0.1	-8	0.1	6	9	0
CCN(CC)C(=O)CSc1nc2sc3c(c2c(=O)n1CCOC)CCC3	4	-1	-3.9	4	0.0	0	2	-2
CSCCC(NC(=O)c1ccccc1)C(=O)NC1CCCC1 (stereo not drawn)	1	10	1.1	.	.	2	-4	-11
O=C(c1ccc2c3c(cccc13)CC2)C1CCCN(Cc2ccc(OCCO)cc2)C1 (stereo not drawn)	10	0	0.6	23	0.0	5	-3	11

Bioassay records deposited in PubChem by Broad Institute.
